WT yeast gro inh: growth inhibition of WT yeast, mitochondrial fusion screen; 190,000 compounds, 2.1% hits; inhibition, % at 10 µM; mitochondrial fusion phenotypic screen, WT strain; in the data active = inhibition above about 58%; tested in S. cerevisiae
T cell modulator: T cell immune modulators affecting CD8 T cell-vesicle binding; 330,000 compounds, 0.068% hits; calls only at 7 µM; AID 2052; 2C CD8+ T cell-vesicle binding, flow cytometry; active compounds read low;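 active = response, share of CD8 T cells binding vesicles, and their 90th percentile fluorescence all below set limits, cut at about 80% in these data, passing the limit was not always enough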
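Incubation: binding step 1.5 h, 37 °C, antibody labelling 20 min, ice; system: murine 2C transgenic CD8+ T lymphocytes; technique: cytometric PE anti-B7-1 and Alexa647 anti-CD8 signals after 1% paraformaldehyde fixation; also added: QL9-charged Drosophila Ld/ICAM-1/B7-1 vesicles; control set: naked versus QL9-loaded vesicles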
bCat nuc transl: modulators of beta-catenin nuclear translocation; 190,000 compounds, 0.3% hits; AID 1665; nuclear translocation activity, % at 5 µM; HeLa beta-catenin nuclear translocation, immunofluorescence imaging;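 active = nuclear translocation activity above 50% at 5 µM, with a well cell count of 50 or more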;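 also: per-cell ratio of nuclear to cytoplasmic median beta-catenin stain intensity; plate controls were DMSO negative control for no effect and GSK-3 inhibitor IX positive control for full effect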
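assay system = human HeLa cells, endogenous beta-catenin | times = compound treatment 24 h, 37°C, 5% CO2 | detection = Anti-beta-catenin immunofluorescence on PFA-fixed, Triton-permeabilized cells, DAPI nuclei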
Salmonella PhoP GFP: inhibitors of PhoP regulon expression, primary screen, Salmonella Typhimurium, GFP reporter (AID 1863); one-dose inhibition, % at 50 µM; IC50 in µM for titrated hits; S. Typhimurium PhoP-regulated promoter GFP reporter, 4 h; higher % means a stronger effect; 300,000 compounds, 0.16% hits;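 active = inhibition over 29.93%, a cutoff 3 SD above the screen mean, later confirmed by dose response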;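 also: 0% = low Mg2+ inducing control and 100% = high Mg2+ repressing control; strong numbers were not always called active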
Rac1 GTP hydrolysis: MgcRacGAP GTPase-activating activity inhibitors, confirmation, biochemical, ADP Hunter fluorescence; 340,000 compounds, 0.6% hits; MgcRacGAP-stimulated Rac1 GTP hydrolysis, ADP Hunter fluorescence; higher % means a stronger effect; GST-tagged Rac1 F28L mutant substrate; one-dose inhibition, % at 30 µM; IC50 in µM for titrated hits;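 active = first-screen hits whose inhibition reached a set limit at any dose in the follow-up dose series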;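 also: fluorescence reports GDP produced by GAP-driven GTP hydrolysis; strong numbers were not always called active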
RSV CPE inhibition: RSV antiviral activity via CPE protection, HEp-2 cells, primary 10 µM value included (AID 2391); one-dose CPE inhibition, % at 10 µM; IC50 in µM for titrated hits; HEp-2 cells, RSV-induced CPE inhibition; higher % means a stronger effect; 310,000 compounds, 0.13% hits; in the data active = a potency from the dose series; also: strong numbers were not always called active
Myeloid diff MLP: compounds promoting myeloid differentiation; ER-HoxA9 myeloid progenitors, lysozyme-GFP differentiation, flow cytometry; calls only at 10 µM; 360,000 compounds, 1% hits;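 active = normalized GFP-positive differentiation at or above the plate's own cutoff, the solvent-only control mean plus 3 SD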;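 also: cells exposed to compound for four days before flow analysis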
SV40 large T antigen: SV40 large T antigen inhibitors, biochemical (AID 1903); SV40 large T antigen ATPase/helicase inhibition assay; higher % means a stronger effect; one-dose inhibition, % at 20 µM; IC50 in µM for titrated hits; 310,000 compounds, 0.39% hits; in the data active = a potency from the dose series; also: strong numbers were not always called active
West Nile antiviral: West Nile virus antiviral activity, cell-based, CPE readout (AID 1621). West Nile virus-infected cells, CPE inhibition; higher % means a stronger effect. CPE inhibition, % at 10 µM, or IC50 in µM where a hit was titrated. 290,000 compounds, 0.02% hits; in the data active = a potency from the dose series; also: strong numbers were not always called active
WT yeast gro inh mutant strain: also measured in WT yeast gro inh; calls as there; inhibition, %; mitochondrial fusion phenotypic screen, mutant strain inhibition
bCat nuc transl cell count 5 µM: second read-out of bCat nuc transl, no call of its own (marks repeat the call); cell count; measured here: cell count, cytotoxicity flag
T cell modulator vesicle-bound %: recorded beside T cell modulator, whose call it bears; double positive events, %; measured here: CD8+ vesicle-bound cell fraction;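 binding gate set so that unloaded-vesicle control wells show 10% double positive cells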
Myeloid diff MLP GFP+ MAC1+ %: further read-out of Myeloid diff MLP, marked with its call; GFP+ MAC1+ double positive, %; measured here: differentiation confirmed by MAC1 staining
* marks the source's active call; other numbers are inactive results; i = inactive; x = no result given.

Start of the data: the first 6 entries, to show the layout:
The line under a structure holds: West Nile antiviral, Salmonella PhoP GFP, bCat nuc transl cell count 5 µM, WT yeast gro inh, Rac1 GTP hydrolysis, Myeloid diff MLP GFP+ MAC1+ %, RSV CPE inhibition, WT yeast gro inh mutant strain, SV40 large T antigen, T cell modulator vesicle-bound %, bCat nuc transl, T cell modulator, Myeloid diff MLP
1: Cc1[nH][nH]c(=O)c1C(c1ccc(F)cc1)c1c(C)[nH][nH]c1=O
    0.1%, 2%, x, x, 6%, 0.5, 1.6%, x, 25%, 45, x, i, i
2: COCCNC(=O)C1Nc2ccc(C(F)(F)F)cc2C2C=CCC12 (centres undefined)
    -0.5%, 7%, x, x, 13%, 1.0, 0.3%, x, 11%, 30, x, i, i
3: O=C(Nc1nnc(S(=O)(=O)N2CCOCC2)s1)c1ccc(F)cc1
    0.9%, x, x, x, 9%, 1.6, 0.6%, x, 19%, 26, x, i, i
4: COc1ccc(N2CCN(C(=O)C3CCCN(S(=O)(=O)c4cccc5cccnc45)C3)CC2)cc1 (centres undefined)
    -0.8%, 2%, 1171, 1, 16%, 3.7, 0.2%, 1, 20%, 30, -2.4, i, i
5: CCOC(=O)C1CCN(C(=O)CSc2cc(=O)n(C)c3ccccc23)CC1
    -0.1%, 4%, 1397, 10, 12%, 1.2, -2.1%, 5, 18%, 21, 0.5, i, i
6: Cc1cccc(NC(=S)NCC(c2cccnc2)N(C)C)c1 (centres undefined)
    -0.2%, -7%, 1082, -19, 3%, 1.0, 0.5%, -3, 25%, 44, -0.9, i, i

Main list, from the first entry:
The line under a structure holds: West Nile antiviral, Salmonella PhoP GFP, bCat nuc transl cell count 5 µM, WT yeast gro inh, Rac1 GTP hydrolysis, Myeloid diff MLP GFP+ MAC1+ %, RSV CPE inhibition, WT yeast gro inh mutant strain, SV40 large T antigen, T cell modulator vesicle-bound %, bCat nuc transl, T cell modulator, Myeloid diff MLP
1: Cc1[nH][nH]c(=O)c1C(c1ccc(F)cc1)c1c(C)[nH][nH]c1=O
    0.1%, 2%, x, x, 6%, 0.5, 1.6%, x, 25%, 45, x, i, i
2: COCCNC(=O)C1Nc2ccc(C(F)(F)F)cc2C2C=CCC12 (centres undefined)
    -0.5%, 7%, x, x, 13%, 1.0, 0.3%, x, 11%, 30, x, i, i
3: O=C(Nc1nnc(S(=O)(=O)N2CCOCC2)s1)c1ccc(F)cc1
    0.9%, x, x, x, 9%, 1.6, 0.6%, x, 19%, 26, x, i, i
4: COc1ccc(N2CCN(C(=O)C3CCCN(S(=O)(=O)c4cccc5cccnc45)C3)CC2)cc1 (centres undefined)
    -0.8%, 2%, 1171, 1, 16%, 3.7, 0.2%, 1, 20%, 30, -2.4, i, i
5: CCOC(=O)C1CCN(C(=O)CSc2cc(=O)n(C)c3ccccc23)CC1
    -0.1%, 4%, 1397, 10, 12%, 1.2, -2.1%, 5, 18%, 21, 0.5, i, i
6: Cc1cccc(NC(=S)NCC(c2cccnc2)N(C)C)c1 (centres undefined)
    -0.2%, -7%, 1082, -19, 3%, 1.0, 0.5%, -3, 25%, 44, -0.9, i, i
7: COc1ccc(CNC(=O)CCS(=O)(=O)Cc2cccc(Cl)c2)c(OC)c1
    -0.4%, 4%, 1017, 0, -1%, 0.0, 1.8%, -1, 5%, 15, 1.3, i, i
8: CCC(Oc1cccc(C)c1)C(=O)Nc1ccccc1C(=O)N1CCOCC1 (centres undefined)
    -0.4%, -4%, x, x, 5%, 0.8, 0.4%, x, 12%, 26, x, i, i
9: O=C(c1ccc2ncsc2c1)N1CCN(c2ccccc2Cl)CC1
    -0.8%, 4%, 1104, 16, -2%, 0.5, 1.9%, 12, 11%, 39, -0.8, i, i
10: c1cn2c(NC3CCCC3)c(-c3ccc(N4CCOCC4)cc3)nc2cn1
    0.1%, 1%, 1113, 11, 22%, 3.5, 1.1%, 4, 22%, 23, 2.0, i, i
11: C=CCNC(=O)c1cccc(OC2CCN(CC(C)(C)C)CC2)c1
    0.2%, 3%, x, x, 3%, 0.6, 0.3%, x, 20%, 49, x, i, i
12: Cc1nnc(N(CCC#N)CCC#N)s1
    0.2%, 4%, 981, -4, 9%, 1.0, 0.6%, 9, 5%, 29, -3.2, i, i
13: Cc1cc(C)n2nc(CC(=O)NNC(=O)c3ccccc3Cl)nc2n1
    -0.5%, -7%, x, x, -29%, 0.0, 2.3%, x, 10%, 53, x, i, i
14: O=C(COC(=O)c1cn(-c2ccccc2)nc1-c1ccccc1)c1cccc([N+](=O)[O-])c1
    -0.2%, 29%, 1389, -2, 6%, 0.5, 20%, 2, 1%, 36, -0.7, i, i
15: O=C(O)CCN1C(=O)C2C3CC(C2C1=O)C1C(c2ccccc2)c2sc(=O)[nH]c2SC31 (centres undefined)
    2.0%, -8%, 1078, -1, 23%, 0.5, 0.8%, -3, 8%, 46, 0.4, i, i
16: O=C(CSc1ccc(-c2ccncc2)nn1)c1ccccc1
    -0.8%, 3%, 1086, 16, 11%, 0.3, 2.7%, -2, 2%, 49, 0.8, i, i
17: CCCC(c1nnnn1CCC(C)C)N1CCC(C(N)=O)CC1 (centres undefined)
    0.9%, -4%, 1425, 27, 3%, 0.7, 0.9%, 29, 10%, 46, -1.7, i, i
18: CC(=O)Nc1ccc(S(=O)(=O)CCC(=O)O)cc1
    0.1%, 2%, 1236, -11, 3%, 1.0, -0.6%, -16, 2%, 44, -3.0, i, i
19: CCOC(=O)C1CCCN(CC(=O)Nc2c(C(=O)OC)[nH]c3ccc(Br)cc23)C1 (centres undefined)
    -0.2%, -11%, 1127, 31, 10%, 1.2, 10%, 21, 1%, 32, 0.1, i, i
20: CCCCNC(=S)N/N=C1\C(=O)c2cccc3cccc1c23
    -0.4%, 9%, x, 23, 8%, 0.4, -0.8%, 25, 3%, 39, x, i, i
21: Cc1ccc(C(=O)Nc2c(C)n(C)n(-c3ccccc3)c2=O)cc1
    0.2%, 1%, 1059, -4, 1%, 0.0, 0.8%, 6, 19%, 61, -0.3, i, i
22: Cc1cccc(OCC2=NS(=O)(=O)c3ccccc3N2)c1
    -0.3%, 5%, 1300, 8, 8%, 0.8, 7.2%, 11, 7%, 40, 1.8, i, i
23: COc1cc(C(=O)Nc2ccc3c(c2)CCN3C(C)=O)cc(OC)c1OC
    -0.2%, 1%, 961, -4, 7%, 0.8, -2.1%, 1, 10%, 7, 0.0, i, i
24: CCC(C(=O)OCC(=O)NC1CCS(=O)(=O)C1)c1ccccc1 (centres undefined)
    x, 7%, x, x, 6%, 0.3, -1.0%, x, 2%, 54, x, i, i
25: O=C(COc1ccc(Cl)cc1Cl)NCCCNC(=O)c1cnccn1
    -0.8%, -2%, x, x, -5%, 1.8, 3.7%, x, 11%, 32, x, i, i
26: CCCCc1c(O)nc(SCC(=O)NC(C)(C)C)n(-c2ccccc2C)c1=O
    -0.2%, 11%, 1275, -4, 6%, 0.9, 0.6%, 3, 0%, 67, 0.0, i, i
27: CCCN(Cc1nnc(-c2ccccc2Cl)o1)C(=O)COc1ccc(Cl)cc1
    x, x, x, x, 1%, 0.8, 3.6%, x, x, 48, x, i, i
28: CCOC(=O)c1ccc(NC(=S)Nc2ccccc2)cc1
    0.5%, 1%, 523, -3, 12%, 0.1, 0.6%, -3, 6%, 53, 3.5, i, i
29: Cc1cc(SCC(=O)c2cccc([N+](=O)[O-])c2)nc(=O)[nH]1
    0.0%, 14%, x, x, 8%, 0.0, 2.1%, x, 26%, 29, x, i, i
30: CSC(=S)N/N=C/c1ccc(N(C)C)cc1
    0.3%, -4%, 1201, 66, 16%, 0.1, 0.6%, 68, 24%, 62, -2.7, i, i
31: CCCNC(=O)Nc1ccccc1SC
    -0.5%, 9%, 1101, 3, 3%, 0.1, 0.9%, 8, 2%, 63, -4.3, i, i
32: O=C(N/N=C/C1C(c2ccccc2)C1(Cl)Cl)c1cccc(Br)c1 (centres undefined)
    0.1%, 6%, 1354, 18, 8%, 1.9, 5.0%, -6, 9%, 14, -1.7, i, i
33: Cc1ccc(CNC(=O)C2CCCN2C(=O)NCc2ccccc2)cc1 (centres undefined)
    0.6%, -7%, 1369, -8, 9%, 0.3, 1.9%, 7, 6%, 33, -1.4, i, i
34: Cn1c(N)c(C(=O)COC(=O)C2CCCCC2)c(=O)n(C)c1=O
    x, 32%, x, 3, 13%, 4.9, -0.8%, -8, 6%, 51, x, i, i
35: CCOc1ccc(CN(C)CCc2ccccn2)cc1
    0.7%, -5%, 1047, -7, 30%, 0.6, -1.6%, 6, 11%, 32, -0.4, i, i
36: C=CCn1c(=O)n(CCOC)c(=O)c2sc3ccccc3c21
    -0.3%, 7%, 1217, -3, 8%, 2.7, 3.9%, -3, 5%, 42, -2.2, i, i
37: Cc1ccc(Cn2c(=N)c(C#N)cc3c(=O)n4cccc(C)c4nc32)cc1
    -0.2%, 4%, 1542, -4, x, x, -0.4%, -5, 6%, 17, 0.4, i, x
38: COc1cc2c(cc1OC)C(C(=O)Nc1cccc(C)n1)C(c1cccnc1)N(C)C2=O (centres undefined)
    0.4%, -6%, 1351, -3, 5%, 0.8, 1.1%, 2, 6%, 23, 1.8, i, i
39: O=C(Nc1nnc(C2CC2)s1)C1CCCCN1S(=O)(=O)c1ccccc1 (centres undefined)
    0.0%, 0%, 1092, -1, 0%, 0.6, -1.3%, 3, 7%, 16, -4.0, i, i
40: Cc1cc(C)cc(NC(=S)N2CCN(Cc3ccccc3)CC2)c1
    0.3%, 6%, 1078, 24, 10%, 0.0, 1.1%, 0, 12%, 53, -1.9, i, i
41: Cc1ccc(C(=O)NCCCNC(=O)c2ccccc2F)cn1
    0.7%, 4%, x, x, -1%, 0.3, 2.6%, x, 11%, 5, x, i, i
42: O=C(OCCc1cc2ccccc2c(=O)o1)c1ccccc1C(F)(F)F
    x, x, x, x, -2%, 2.2, 6.0%, x, x, 37, x, i, i
